Screening data from PubChem.
HT1080 IDH1KD tx – qHTS for induction of synthetic lethality in tumor cells producing 2HG: qHTS for the HT-1080-IDH1KD cell line; AID 686971, 2013; HT-1080 IDH1 knockdown viability, ATP luminescence, 48 h; Potency, µM (doses to about 46.1 µM), for the others: at the highest dose activity, negative = toxicity, actives largely listed as cytotoxic; 2% of 360,000 active;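 further: potency means the concentration at half of the fitted maximal effect; 0% = DMSO wells and -100% = cell-free medium wells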
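Using the IDH1-knockdown HT-1080 line run in the same batch and compound series as the NT line, viability after 48 h at 37 °C was determined by CellTiter-Glo luminescence and expressed as % activity.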
SW480 rereplic – A quantitative high throughput screen for small molecules that induce DNA re-replication in SW480 colon adenocarcinoma cells; SW480 DNA re-replication, Hoechst DNA content imaging, 48 h; Potency, µM (top dose mostly 46.1 µM), for inactives: at the top dose re-replication activation, most hits filed as activators; 1.8% of 340,000 active; AID 624297, 2012; further: potency means the concentration at half of the fitted maximal effect; % of control where 0% means no effect; nearly all actives have a fitted effect of over 55% in size
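SW480 cells exposed to compounds for 48 hr at 37 C, 5% CO2, then Hoechst-stained 40 min. Nuclear DNA content imaged by fluorescence scanning (405 nm excitation, 500-530 nm emission); re-replication scored as increased high-intensity nuclei.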
S2 tox – Viability Counterscreen for Primary qHTS for Inhibitors of ATXN expression | S2 cells (HEK-293 line with an ATXN2-luciferase reporter) viability, CellTiter-Fluor protease fluorescence, 24 h | Potency, µM (series often up to 56.7 µM), most hits filed as cytotoxic | 0.49% of 400,000 active | AID 651635, 2014; further: potency means the concentration at half of the fitted maximal effect; nearly all actives have a fitted effect of over 40% in size
ATXN2 expr inh – Primary qHTS for Inhibitors of ATXN expression; AID 1745845, 2022; Potency, µM (doses to about 57 µM), without a hit: at the highest dose activity change, negative = inhibition, most hits filed as inhibitors; 0.72% of 360,000 active; HEK-293 ATXN2-luciferase reporter, luminescence, 24 h; further: potency means the concentration at half of the fitted maximal effect; on the % scale 0 is the no-effect control and ±100 the full control effect; nearly all actives have a fitted effect of over 55% in size
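ATXN2-luciferase reporter cells (luciferase flanked by upstream and downstream ATXN2 gene portions) were treated 24 h at 37 °C with compounds at up to 57 uM. SteadyGlo luminescence gave expression; GF-AFC fluorescence gave viability.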
IL1B secr inh – qHTS for Inhibitors of Inflammasome Signaling: IL-1-beta AlphaLISA Primary Screen; activity change, % at 57.5 µM; AID 743279, 2014; THP-1 LPS/ATP IL-1B secretion, AlphaLISA, 16 h; hits give low values; 4.7% of 360,000 active; in the data active means activity change below about -50%; inconclusive means mostly about -30% to -49%; further: on the % scale 0 is the no-effect control and ±100 the full control effect
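THP-1 cells pretreated 1 hr with compounds (up to 57.5 uM final), then stimulated with LPS (250 ng/mL final) plus ATP (1.25 mM final); secreted IL-1B measured by AlphaLISA after 16 hr, decreased signal indicating inhibition.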
MCF10A rerep – A quantitative high throughput screen for small molecules that induce DNA re-replication in MCF 10a normal breast cells; MCF 10A DNA re-replication, Hoechst nuclear intensity, 48 h; 2.9% of 350,000 active; AID 624296, 2012; Potency, µM (series often up to 46.1 µM), inactives show at the top dose activity, positive = re-replication, hits mostly activators; further: potency means the concentration at half of the fitted maximal effect; % of control where 0% means no effect; nearly all actives have a fitted effect of over 50% in size
HepG2 tox – qHTS for Inhibitors of TGF-b: Cytotox Counterscreen. HepG2 CAGA-GFP viability, ATP luminescence, 18 h. Potency, µM (doses to about 46.1 µM), inactives show at the top dose activity change, negative = cytotoxicity, actives largely listed as cytotoxic. 0.76% of 410,000 active. AID 588856, 2011; further: potency means the concentration at half of the fitted maximal effect; some results filed as inactive show a strong effect at the top dose
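CellTiter-Glo luminescence gave cytotoxicity after 18 hours at 37 degrees C. The cells were HepG2 CAGA-GFP in 1% FBS DMEM, stimulated with 500 pg/mL TGF-beta after compound addition. %Activity was normalised to no-cell wells (complete cell-killing) and DMSO (no toxicity), and curves were fitted and classified.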
HT1080-NT tox – qHTS for induction of synthetic lethality in tumor cells producing 2HG: qHTS for the HT-1080-NT fibrosarcoma cell line. HT-1080-NT fibrosarcoma viability, CellTiter-Glo ATP luminescence, 48 h. Potency, µM (top dose mostly 46.1 µM), for the others: top-dose activity, negative = less viability, hits mostly cytotoxic. 1.6% of 360,000 active;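 further: NT is the 2HG producing partner of a matched IDH1 knockdown line; potency means the concentration at half of the fitted maximal effect; 0% = DMSO-treated cells and -100% = media-only wells without cells; nearly all actives have a fitted effect of over 55% in size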
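Viability of the 2HG-overproducing fibrosarcoma line after 48 hours of compound exposure at 37 degrees C was determined by luminescence with CellTiter-Glo, and concentration-effect curves were then fitted and categorized.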
KB-3-1 tox – qHTS assay for MDR1-selective chemotherapeutics: Primary screen using the parental adenocarcinoma cell KB-3-1. KB-3-1 viability, CellTiter-Glo ATP luminescence, 72 h. Potency, µM (doses to about 46.1 µM), for the others: at the top dose activity change, negative = cytotoxic, hits mostly cytotoxic. 1.4% of 400,000 active; further: potency means the concentration at half of the fitted maximal effect; on the % scale 0 is the no-effect control and ±100 the full control effect; nearly all actives have a fitted effect of over 60% in size
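Using CellTiter-Glo luminescence, growth of non-resistant KB-3-1 adenocarcinoma cells is assessed 72 h after pin-tool compound addition at 37 °C. Normalized responses across the concentration series yield fitted curves.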
The depositor's hits bear a star; i = inactive; ? = inconclusive; / = not tested or not shown; & = joins results of further samples; [ ] = remark or other dose. Unless noted, the call rests on the fitted dose curve; in most records, active means well fitted curve in the direction sought with a large enough effect; inconclusive means small, poorly fitted or top-dose-only effect, or another doubt; inactive means no such curve, though single readings can be large; an effect the other way counts as inactive or inconclusive.

SMILES	HT1080 IDH1KD tx	SW480 rereplic	S2 tox	ATXN2 expr inh	IL1B secr inh	MCF10A rerep	HepG2 tox	HT1080-NT tox	KB-3-1 tox
CN1CCN(c2ccc(C(=O)c3ccc(Br)cc3)cc2[N+](=O)[O-])CC1	?	?	i	-16%	-220*	1%	-26%	-12%	-1%
O=C(O)c1cccc(S(=O)(=O)N(Cc2ccccc2)c2ccccc2Cl)c1	0%	2%	i	-2%	25	-1%	-2%	2%	1%
COc1ccc(N2CCN(C(=O)c3cn(C4CCCCC4)c(=O)c4c3c3ccccc3n4C)CC2)cc1	/	/	11µM*	-8%	/	/	-86%	/	0%
O=C(CCn1nc(-c2ccc(Cl)cc2)ccc1=O)N1CCOCC1	14%	-48%[inhibitor]	i	21%	-6	-12%	-7%	8%	13%
CC(=O)N1CCc2c(sc(NC(=O)C3CC3)c2-c2nc3ccccc3s2)C1	?	?	?	32µM*	-84*	23µM*	-8%	?	?
CCC/C=C/c1ccc(CN2C(C(C)C)C(=O)N(Cc3cn(Cc4ccco4)nn3)CCS2(=O)=O)cc1 (configuration not stated)	?	/	?	?	?	/	-109%	?	0%
O=C(CSc1nc(Cc2ccccc2)nc2ccccc12)Nc1ccc2c(c1)OCCO2	?	7%	i	-15%	-1	-2%	-36%	?	-25%
COc1ccccc1NC(=S)NCC1CCC(CNC(=S)Nc2ccccc2OC)CC1 (configuration not stated)	0%	0%	i	3%	24	13%	1%	5%	7%
Cc1ccccc1-n1c(=O)cc(N2CCN(Cc3ccccc3)CC2)[nH]c1=O	5%	2%	i	6%	8	-3%	5%	2%	4%
Cc1cc(Oc2ccc(Br)cc2)nc(SCC(=O)c2ccccc2)n1	-5%	0%	i	-23%	24	?	-37%	-1%	-19%
COc1cccc(NC(=O)CN(C)C(=O)c2cccc(S(=O)(=O)N3CCN(c4ccc(F)cc4)CC3)c2)c1	-10%	-10%	i	-17%	10	14%	-2%	-16%	?
Cc1ccc(N=c2c([N+](=O)[O-])nn(-c3ccc4c(c3)OCCO4)n2O)cc1F	1%	13%	i	?	-12	?	-2%	-13%	8%
O=S(=O)(c1ccc(Br)s1)N1CCN(CCc2ccccc2)CC1	-7%	-2%	i	-20%	-2	-1%	-31%	-11%	-15%
CS(=O)(=O)Nc1cccc(NC(=O)C2Cc3c(-c4ccco4)ccnc3O2)c1 (configuration not stated)	?	/	i	-24%	0	/	-55%	18µM*	?
COc1ccc(-c2nnc3n2CCCCC3)cc1OC	11%	?	i	2%	-14	-6%	-6%	16%	5%
CS(=O)(=O)N(CC(=O)Nc1ccc2c(c1)OCCO2)c1ccc2c(c1)OCO2	3%	-4%	i	7%	-17	11%	15%	3%	-12%
CCOC(=O)C(NC(C)=O)(Nc1cccc(F)c1)C(F)(F)F (configuration not stated)	2%	-1%	i	-16%	21	1%	-3%	1%	3%
CC(C)c1csc(CN2CCC(N3CCC(C(=O)NCC4CCCO4)CC3)CC2)n1 (configuration not stated)	1%	-17%	?	-7%[11.3 µM]	16	-2%	0%	16%	1%
CC(=O)Nc1ccc(C2Sc3ccccc3NC3=C2C(=O)c2ccccc23)cc1 (configuration not stated)	/	/	16µM*	12%	/	/	-26%	/	12%
S=c1[nH]ccn1CCc1ccccc1	-4%	-1%	i	?	3	5%	-15%	-3%	7%
Cc1cccc(CNC(=O)CS(=O)(=O)c2cccc3nsnc23)c1	/	/	i	10%	/	/	-11%	/	0%
CCOc1ccc(NS(=O)(=O)c2ccc(OC)c(C)c2)cc1	?	-4%	i	-2%	2	-2%	-20%	-4%	-22%
O=C(CSc1nccn1-c1ncc(C(F)(F)F)cc1Cl)c1ccc(Cl)cc1	0%	1%[9.22 µM]	i	62%[activator]	-1	7%	-1%	4%	7%
CN(C)S(=O)(=O)c1cccc(NC(=S)N/N=C/c2ccco2)c1	8%	-1%	i	/	7	0%	-1%	5%	2%
Cc1onc(-c2ccccc2)c1C(=O)N1CCN(S(=O)(=O)c2ccccc2Br)CC1	7%	-7%	i	14%	37	?	8%	0%	-5%
Cc1nn2c3ccccc3nc2c2ccccc12	?	?	i	7%	-17	?	16µM*	?	?
CN=C(Nc1cccc(S(=O)(=O)N2CCOCC2)c1)c1ccccc1	0%	1%	i	/	21	-1%	-1%	3%	0%
CC(Cc1cccs1)NC(=S)Nc1ccc(Cl)cc1 (configuration not stated)	?	5%	i	-26%	-96*	21µM*	-33%	?	-18%
CCc1ccc(CSc2nc(-c3ccccc3F)nc3c2Cc2c(CO)cnc(C)c2O3)cc1	/	/	i	10%	/	/	10%	/	-1%
CCN(CC)CCC(c1ccc(OC)cc1)c1c(O)cc(OC)cc1OC (configuration not stated)	-10%	-37%[inhibitor][9.22 µM]	i	2%	-19	-5%	-29%&-21%	-12%	-2%
CO[C@@H]1[C@@H](OC2OC(C)C(OC3CC(C)(O)C(OC(=O)CC(C)C)C(C)O3)C(N(C)C)C2O)[C@@H](CC=O)C[C@@H](C)C(=O)/C=C\C2O[C@H]2C[C@@H](C)OC(=O)C[C@H]1OC(C)=O (some centres not stated)	/	19µM*	/	/	/	30µM*	2%	/	-25%
CCCCn1cnc2c(SCc3ccccc3)nc(N)nc21	-6%	-6%	i	47%[activator]	-50*	1%	5%	-1%	3%
CCOC(=O)N1CCC(NS(=O)(=O)c2ccc(NC(C)=O)c(Cl)c2)CC1	-12%	?	i	-34%	14	?	-46%	-6%	?
Cc1cccc(C)c1NC(=O)COC(=O)CNC(=O)C1CCCCC1	5%	-3%	i	/	18	-1%	-6%	13%	10%
COc1ccc(NC(=O)c2sc3nc(N4CCCC4)c4c(c3c2N)CC(C)(C)OC4)cc1	0%	-3%	?	/	?	-9%	-27%	10%	0%
Cc1ccc(NC(=O)c2sc3ncn(CC(=O)N4CCOCC4)c(=O)c3c2C)c(Br)c1	9%	5%	?	?	19	-32%[inhibitor]	-6%	-4%	-5%

Compound profiles (already shown). Order of values: HT1080 IDH1KD tx | SW480 rereplic | S2 tox | ATXN2 expr inh | IL1B secr inh | MCF10A rerep | HepG2 tox | HT1080-NT tox | KB-3-1 tox
Shown for CN=C(Nc1cccc(S(=O)(=O)N2CCOCC2)c1)c1ccccc1 = 0% | 1% | i | / | 21 | -1% | -1% | 3% | 0%
Shown for CO[C@@H]1[C@@H](OC2OC(C)C(OC3CC(C)(O)C(OC(=O)CC(C)C)C(C)O3)C(N(C)C)C2O)[C@@H](CC=O)C[C@@H](C)C(=O)/C=C\C2O[C@H]2C[C@@H](C)OC(=O)C[C@H]1OC(C)=O (some centres not stated) = / | 19µM* | / | / | / | 30µM* | 2% | / | -25%

Further entries:
SMILES	HT1080 IDH1KD tx	SW480 rereplic	S2 tox	ATXN2 expr inh	IL1B secr inh	MCF10A rerep	HepG2 tox	HT1080-NT tox	KB-3-1 tox
COc1ccc(-c2oc3ccc(-c4cc(OC)c(OC)c(OC)c4)cc3c2-c2ccc(OC)cc2)cc1	-4%	1%	i	8%	-1	?	9%	22%	-14%
Cc1cccc(-n2nnnc2SCC(=O)NCCN2C(=O)CSC2=O)c1	9%	-1%	i	3%	32	0%	0%	3%	7%
Cc1ccc(CN2[C@@H](CC(C)C)COCCS2(=O)=O)cc1	3%	-5%	i	-3%	9	4%	-29%	8%	-3%
CCOCCCNC(=O)c1c[nH]c2cc(C)ccc2c1=O	1%	-16%	i	-7%	-15	3%	-24%	-1%	17%
Cn1c(=O)c2c(ncn2CC(=O)OCC(=O)NCc2ccccc2Cl)n(C)c1=O	-1%	10%	i	1%	8	11%	1%	7%	12%
O=C1CCCN1CCCNS(=O)(=O)c1ccccc1	10%	5%	i	-24%	0	9%	-9%	-4%	2%
CN(C(=O)c1ccc2c(Cl)c3c(nc2c1)CCC3)c1ccccc1	4%	-4%	i	19%	-5	15%	-27%	9%	-12%
OC(COc1ccc(OCC(O)CN2CCN(Cc3ccccc3)CC2)cc1)CN1CCN(Cc2ccccc2)CC1 (configuration not stated)	-1%	?	i	-33%	?	22%	29%	0%	?
O=C(Nc1cccc(Cl)c1)Nc1nnc([C@H]2C[C@H](O)[C@@H](CO)O2)s1	5%	/	i	57%[activator]	11	/	8%	-15%	0%
O=C(NC1CCCCC1)C(=O)c1c[nH]c2ccccc12	-1%	-1%	i	21%	?	?	0%	15%	1%
CCCc1c(O)nc(SCC(=O)NCc2ccco2)[nH]c1=O	-6%	5%	i	2%	8	-9%	10%	-5%	2%
CCc1ccc([C@H]2[C@@H]3C(=O)C[C@@H]4C(=O)NC(=O)[C@@H]4[C@@H]3CN2S(=O)(=O)c2ccc(C)cc2)cc1	14%	/	i	11%	-8	/	-42%	19%	-21%
CCOC(=O)C1=C(COC(=O)c2cc(S(=O)(=O)N3CCOCC3)ccc2F)NC(=O)NC1C (configuration not stated)	-2%	-8%	i	-10%	-95*	6%	8%	-5%	-2%
CN1CCN(C(=O)c2cccn(Cc3ccc(C(F)(F)F)cc3)c2=O)CC1	-30%	1%	i	/	-11	-2%	2%	4%	-6%
CCC1(C)Cc2nc3[nH]c(=S)n(-c4ccc(C)cc4)c(=O)c3cc2CO1 (configuration not stated)	8%	19%	?	-1%	-21	-5%	1%	6%	-6%
CC(C)(C)Nc1nc(OCC(F)(F)F)nc(OCC(F)(F)F)n1	17%	-1%	i	17%	11	10%	6%	16%	1%
CC(C)C1Cc2c(sc3ncnc(NN)c23)CO1 (configuration not stated)	-17%	3%	/	-27%	57	17%	-32%	-14%	?
Cc1c(C(=O)Nc2c(C)n(C)n(-c3ccccc3)c2=O)oc2ccccc12	11%	-3%	?	-39%	-7	4%	1%	6%	6%
